core dimer inh: inhibitors of HCV core protein dimerization, primary screen, biochemical, TR-FRET, high-throughput. TR-FRET GST/Flag-core106 dimerization, 1536-well. inhibition, % at 5 µM. 300,000 compounds, 0.33% hits;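 active = inhibition above the mean of all tested compounds plus 3 SD, set per screening campaign, cut at about 45% in these data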
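Material: Tagged HCV core106 pair (GST and Flag) | Amount: GST-core106 13.5 nM, Flag-core106 17 nM | Medium: KF-containing HEPES buffer, pH 7.45, DTT, CHAPS, BSA | Reagent: Eu donor and XL665 acceptor anti-tag antibodies | Schedule: 4 h at 22.5 °C | Technique: Time-resolved FRET, ex 340 nm, em 617 and 671 nm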
JMJD2C inh: inhibitors of GASC-1 histone demethylase, primary screen, biochemical, fluorescence, DELFIA europium; inhibition, % at 2.35 µM; 330,000 compounds, 0.069% hits; GST-JMJD2C(1-420) H3K9me3 demethylation;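 active = more than half of a compound's replicate wells show inhibition beyond 50%, single wells judged on their own value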;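 also: signal counts dimethyl H3K9 product captured on neutravidin plate; 0% = median of DMSO wells and 100% = 0.3 times that DMSO median; strong numbers were not always called active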
Target sequence (Q9H3R0 1-420 limits assumed): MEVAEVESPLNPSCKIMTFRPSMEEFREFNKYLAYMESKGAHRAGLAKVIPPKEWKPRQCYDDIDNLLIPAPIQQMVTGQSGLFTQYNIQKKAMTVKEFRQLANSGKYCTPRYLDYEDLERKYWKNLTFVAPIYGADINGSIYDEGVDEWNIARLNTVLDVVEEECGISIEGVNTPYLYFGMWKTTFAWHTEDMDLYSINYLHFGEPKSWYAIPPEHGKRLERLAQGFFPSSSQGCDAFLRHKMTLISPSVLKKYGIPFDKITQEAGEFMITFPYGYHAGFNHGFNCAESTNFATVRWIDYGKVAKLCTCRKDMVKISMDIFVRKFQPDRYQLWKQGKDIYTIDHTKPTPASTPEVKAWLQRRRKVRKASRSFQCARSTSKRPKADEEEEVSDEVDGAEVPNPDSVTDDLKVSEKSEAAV
VLA-4 inh: inhibition in human VLA-4 binding assay, primary screen, VLA-4 allosteric modulator project, MLPCN library, flow cytometry, VLA-4 expressing cells | Integrin alpha-4 (Homo sapiens), P13612 | 330,000 compounds, 0.2% hits | ligand binding flow cytometry | inhibition, % (about 7 µM as worked out from the volumes in the protocol); in the data active = inhibition above about 50%
GRK2 aptamer HTS: compounds blocking aptamer binding on GRK2 – biochemical, human GRK2, bead flow cytometry, HTS, primary screen; Beta-adrenergic receptor kinase 1 (Homo sapiens), P25098; FAM-aptamer displacement from GRK2; inhibition of aptamer binding, % at 10 µM; 330,000 compounds, 0.59% hits;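 active = inhibition of aptamer binding above 40%, roughly 3 SD of noise, on plates passing a quality check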;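 also: median bead fluorescence of bound FAM aptamer so fluorescent compounds give negative values; no value below 0 was filed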
PP5 inh: PP5 phosphatase inhibitors, primary screen, biochemical, fluorescence | purified PP5c, OMFP substrate fluorescence | inhibition, % at 6.7 µM | Serine/threonine-protein phosphatase 5 (Homo sapiens), P53041 | 320,000 compounds, 0.18% hits;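 active = inhibition above the campaign's mean inhibition across all tested compounds plus 3 SD, cut at about 9.5% in these data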;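 also: 0% = DMSO only and 100% = 100 µM cantharidin control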
CTSL1 counter: Fasciola hepatica cathepsin L1 inhibitors, primary screen, counter-screen for PFM18AAP inhibitor project, biochemical, QFRET, fluorogenic peptide substrate | recombinant F. hepatica cathepsin L1, Z-Leu-Arg-MCA fluorescence | inhibition, % at 5.96 µM | 300,000 compounds, 0.49% hits | AID 1906, 2009;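 active = inhibition above the mean of all tested compounds plus 3 SD, set per screening campaign, cut at about 17% in these data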;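 also: 0% = plate median of test compound wells and 100% = 1 µM Z-Phe-Ala-diazomethylketone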
PP1 inh: PP1-alpha phosphatase inhibitors, primary screen, counter-screen for PP5 inhibitor project, biochemical, fluorescence, OMFP substrate, single point. purified PP1alpha. 320,000 compounds, 0.9% hits. Serine/threonine-protein phosphatase PP1-alpha catalytic subunit (Homo sapiens), P62136. inhibition, % at 6.7 µM;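 active = inhibition above the mean inhibition of all tested compounds plus 3 SD, computed separately for each screening campaign, cut at about 15% in these data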
proCasp3 act: activators of human procaspase-3 D3A mutant, primary screen, biochemical, absorbance, PC-3 D3A mutant, single concentration | Caspase-3 (Homo sapiens), P42574 | 330,000 compounds, 0.11% hits | activation, % at 8.5 µM | recombinant procaspase-3 D3A, Ac-DEVD-pNA absorbance 405 nm;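 active = activation above the mean of all tested compounds plus 3 SD, cut at about 21% in these data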;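 also: 0% = DMSO alone and 100% = DMSO wells spiked with extra 5 µM PC-3 D3A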
Target sequence (P42574 whole entry D9A/D28A/D175A): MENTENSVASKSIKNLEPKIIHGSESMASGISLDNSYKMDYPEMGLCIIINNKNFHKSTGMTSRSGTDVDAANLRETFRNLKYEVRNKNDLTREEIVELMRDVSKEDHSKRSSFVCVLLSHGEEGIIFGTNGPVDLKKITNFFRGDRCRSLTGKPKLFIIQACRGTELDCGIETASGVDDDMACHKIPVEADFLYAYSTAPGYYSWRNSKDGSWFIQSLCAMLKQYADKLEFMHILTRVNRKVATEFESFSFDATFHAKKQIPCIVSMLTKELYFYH
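Compound: 8.5 µM single point, 0.8% DMSO / Material: Autoprocessing-dead procaspase-3 D3A mutant enzyme / Timing: 1 h preincubation plus 2 h reaction at 25 °C / Medium: Zinc-free HEPES/NaCl buffer with 0.01% Triton X-100 at pH 7.4 / Technique: 405 nm absorbance of p-nitroaniline, reads at 0 and 120 min / Repeats: one well per compound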
proCasp7 act: procaspase-7 activators, primary screen, counter-screen for procaspase-3 activator project, biochemical, absorbance, HTS, human. Caspase-7 (Homo sapiens), P55210. AID 463210, 2010. activation, % at 8.5 µM. recombinant procaspase-7, Ac-DEVD-pNA absorbance 405 nm; D23A/D198A/D206A triple mutant, cannot self-cleave; scale: DMSO 0, 5 µM enzyme 100. 330,000 compounds, 0.093% hits;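 active = percent activation above the screen-wide mean plus 3 SD, cut at about 25% in these data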
Target sequence (P55210 whole entry D23A/D198A/D206A): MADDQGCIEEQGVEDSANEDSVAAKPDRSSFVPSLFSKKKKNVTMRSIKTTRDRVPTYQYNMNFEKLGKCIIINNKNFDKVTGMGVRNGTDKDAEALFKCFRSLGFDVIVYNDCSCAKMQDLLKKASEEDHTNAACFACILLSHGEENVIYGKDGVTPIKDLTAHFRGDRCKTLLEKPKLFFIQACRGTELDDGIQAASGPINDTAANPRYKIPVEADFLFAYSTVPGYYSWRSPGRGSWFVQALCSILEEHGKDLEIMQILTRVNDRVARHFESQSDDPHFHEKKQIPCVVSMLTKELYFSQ
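System: Uncleavable procaspase-7 mutant enzyme; Amount: 2 µM procaspase-7 mutant as dispensed; Schedule: 1 h compound preincubation, 2 h substrate cleavage, 25 °C; Measured by: 405 nm absorbance of p-nitroaniline; Evaluation: percent activation from buffer-corrected 0–120 min absorbance change; Control set: low DMSO alone, high DMSO plus 5 µM PC-7.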
The depositor's hits bear a star; · = no result given.

SMILES	core dimer inh	JMJD2C inh	VLA-4 inh	GRK2 aptamer HTS	PP5 inh	CTSL1 counter	PP1 inh	proCasp3 act	proCasp7 act
COC(=O)c1sc2cc(C(F)(F)F)cnc2c1-c1ccccc1	-6.2	-2.2	-1.1	0.0	1.2	2.5	-0.5	-2.8	6.5
CC(=O)Nc1ccc(S(=O)(=O)N2CCC(c3nnc(-c4ccc(C)cc4)o3)CC2)cc1	6.5	-3.8	-0.8	0.0	2.9	-1.8	-1.8	-0.7	-8.6
C(=N\c1nccs1)/Nc1nccs1	-0.7	-0.5	2.5	2.0	-0.8	7.7	-3.6	-1.7	6.2
O=S(=O)(NC1CCCC1)c1ccc(-n2cnnn2)cc1	2.5	10.2	-0.3	2.0	2.3	-4.9	3.1	12.6	6.3
Cn1c(COc2ccc3ccccc3c2)nnc1SCC(N)=O	0.6	3.5	6.0	8.0	-0.2	-1.2	-0.9	-3.4	7.0
O=C(Nc1nnc(/C=C/c2ccccc2)s1)c1ccco1	3.9	-15.5	-4.8	1.0	0.4	9.1	0.7	-0.5	10.2
CC(=O)Nc1cc2ccc(OC(C)=O)cc2oc1=O	-0.1	3.7	-16.4	2.0	-2.3	-20.7	-6.8	-49.0	-0.9
COC(=O)c1ccc(C)c(NS(=O)(=O)c2ccc(C)c([N+](=O)[O-])c2)c1	-4.6	-1.1	7.6	1.0	1.6	2.7	2.0	4.7	-0.1
CCOC(=O)N1CCC(Nc2c(-c3ccccc3)c(=O)c2=O)CC1	1.6	-2.1	3.0	2.0	1.5	1.7	-0.6	-1.6	-1.8
COc1cccc(NC(=O)CCC(=O)Nc2cccc(OC)c2)c1	-2.9	-0.9	24.0	0.0	4.4	-4.4	-1.6	0.4	5.3
CCCN(c1ccc(C(=O)OC)cc1)S(=O)(=O)c1ccccc1	-2.2	-15.6	0.8	0.0	2.7	-4.0	-4.4	7.4	4.9
Clc1cccc(-c2nn3c(Cn4cnc5ccccc54)nnc3s2)c1	3.6	-1.9	-16.0	0.0	2.2	-3.2	2.5	-2.8	-11.0
Cc1ccc(OCC(O)Cn2c(N3CCCCC3)nc3c2c(=O)[nH]c(=O)n3C)cc1C (stereo not drawn)	-3.5	6.1	-2.1	0.0	3.8	-2.2	-2.1	-7.1	-3.3
COc1cccc(CN2CCNC(=O)C2CC(=O)NCc2cn3ccccc3n2)c1OC (stereo not drawn)	-0.4	-1.6	6.6	3.0	-0.6	-1.7	2.1	1.6	3.0
CCCn1c(C(C)NS(=O)(=O)c2ccccc2)n[nH]c1=S (stereo not drawn)	-0.7	20.3	6.5	0.0	1.0	-2.7	-0.8	1.5	-6.7
CSCCC(NC(=O)c1ccco1)C(=O)Nc1ccncc1 (stereo not drawn)	-1.1	4.3	7.1	2.0	2.2	0.0	-1.6	12.8	-5.6
Cc1cc(C)nc(NC(=O)c2ccc(Cl)cc2)n1	-5.4	-3.5	-7.9	0.0	1.2	2.3	-1.7	3.9	-3.5
CCCCOC(=O)CSCC(=O)Nc1cc(C)on1	-1.9	-5.0	6.6	1.0	-1.6	-1.2	1.9	-0.3	8.9
Cc1nn(C)c(C)c1S(=O)(=O)N1CCCC(C(=O)NC2CCCCCC2)C1 (stereo not drawn)	0.3	-5.8	-8.6	2.0	2.4	0.0	-3.8	-8.1	0.7
COc1ccc(CS(=O)(=O)CC(C)(O)c2ccccc2)cc1 (stereo not drawn)	5.4	-1.9	5.3	0.0	-0.3	-1.8	-0.2	-1.0	-2.9
COc1ccc(NC(=O)C(OC)c2ccccc2)cc1Cl (stereo not drawn)	-3.2	4.0	-7.6	0.0	1.9	-1.2	0.4	4.5	3.9
COc1ccc(-n2nc(C(=O)NCC(=O)Nc3ccccn3)c3ccccc3c2=O)cc1	-4.4	15.1	13.4	0.0	-0.5	1.8	-2.1	-0.2	2.9
COc1ccccc1C(=O)COC(=O)COc1cccc2c1OC(C)(C)C2	0.4	0.6	-1.5	6.0	0.8	1.3	-0.9	-6.8	-10.2
COc1cccc(NC(=O)C2CC(=O)N=C(N)S2)c1 (stereo not drawn)	-6.7	8.4	1.9	0.0	0.7	-1.1	2.1	0.3	-14.7
Cc1ccccc1N(C(=O)CNC(=O)c1ccco1)C(C(=O)NC1CCCCC1)c1ccncc1 (stereo not drawn)	-6.0	-9.7	4.8	0.0	1.8	-2.2	3.8	0.4	9.1
O=C(Cc1ccsc1)NCC(c1ccco1)N1CCCCC1 (stereo not drawn)	17.2	10.3	-3.2	0.0	-0.2	1.6	-1.6	-11.4	-7.0
Cc1ccc(S(=O)(=O)/C(C#N)=C/c2ccccc2OCc2ccccc2)cc1	15.1	2.4	3.1	2.0	3.4	-0.5	-0.6	-4.3	-11.0
CCCC1=C(C(=O)OCC)C(c2ccc(OC)c(C)c2OC)C(C#N)=C(N)O1 (stereo not drawn)	-2.1	-4.4	2.8	3.0	3.7	-2.6	1.0	-0.3	-3.0
COc1ccc(/C=C2\SC(=O)N(CCCC(=O)Nc3ccc(C(=O)O)cc3)C2=O)cc1OC	4.3	-1.2	2.8	2.0	0.6	5.6	2.4	-1.7	4.3
Cc1ccc(N2CC(C(=O)Nc3nccs3)CC2=O)cc1Cl (stereo not drawn)	-4.3	-5.3	7.2	0.0	1.7	-0.9	-0.1	2.8	12.1
Cc1[nH]c(-c2ccco2)nc1C(=O)O	-4.4	2.0	-11.1	2.0	0.0	-7.2	3.4	-9.9	-5.5
Cc1ccc(OCCn2ccnc2)c([N+](=O)[O-])c1	-3.6	-14.3	-1.5	0.0	1.3	-1.0	0.1	11.0	8.8
COC(=O)C(C)N(C(=O)c1cccc2ccccc12)c1c(C)cccc1C (stereo not drawn)	5.4	-27.9	26.9	4.0	1.7	-0.6	-2.8	-0.2	-2.3
O=C(N1CCc2[nH]c3ccccc3c2C1)C(F)(F)F	-1.6	10.1	-10.7	0.0	6.6	106.0*	0.8	-6.0	-2.9
O=c1[nH]c(CSc2ncnc3sccc23)nc2cc(C(F)(F)F)ccc12	10.3	-3.9	-7.0	1.0	-0.2	-1.8	1.6	5.2	1.8
O=C(CNC(=S)NC(=O)c1cccc([N+](=O)[O-])c1)c1ccccc1	5.7	1.5	6.5	1.0	0.5	-2.6	-1.5	-18.1	-14.0
O=C(COc1coc(CN2CCCc3ccccc32)cc1=O)Nc1cccc([N+](=O)[O-])c1	15.6	4.8	4.6	0.0	-1.2	-4.8	9.5	-8.9	8.5
Cc1noc(NS(=O)(=O)c2ccc(NC(=O)/C=C/c3ccc(C(C)C)cc3)cc2)c1C	17.4	7.8	14.3	1.0	2.2	5.8	6.9	-1.6	-2.4
COc1ccccc1NC(=O)CSc1nccn1Cc1ccccc1	-18.4	-1.5	-6.0	0.0	4.4	-2.6	-3.8	3.6	-4.4
Cc1cccc(NC(=O)CNCC(=O)Nc2cccc(C)c2C)c1C	-3.5	-18.5	10.3	5.0	2.2	-2.8	2.1	1.6	0.4
Cc1ccc(CNC(=O)CSc2nc3c(sc4ccccc43)c(=O)n2CCCN2CCCC2)cc1	-4.6	8.7	15.6	0.0	1.0	3.9	-0.6	-0.2	-7.2
O=c1c2cc(N3CCOCC3)ccc2[nH]c(=S)n1Cc1ccccc1Cl	16.8	5.0	10.2	3.0	1.4	4.2	3.6	-6.9	-3.0
O=S(=O)(c1ccccc1)N1CCN(Cc2ccccc2)CC1	4.9	0.8	-2.2	3.0	-0.6	0.1	-0.1	2.6	2.9
COC(=O)Cc1[nH]n(-c2nc3ccccc3s2)c(=O)c1C(C)=Nc1ccc(C)cc1	6.9	5.2	12.0	34.0	-1.6	0.6	4.8	-1.6	-2.6
CN(C)C(CNC(=O)CN1C(=O)NC2(CCCC2)C1=O)c1ccccc1 (stereo not drawn)	·	10.5	12.3	0.0	2.0	·	-8.1	4.1	6.0
O=C(C[n+]1ccc(Cc2ccccc2)cc1)Nc1ccc([N+](=O)[O-])cc1Cl	-1.3	14.3	33.1	0.0	-1.8	4.5	-2.9	0.2	1.6
Cc1ccc(/C=C2\SC(N3CCCCC3)=NC2=O)cc1	3.9	-2.6	4.9	0.0	2.0	4.4	0.8	-2.9	-1.4
CS(=O)(=O)Nc1ccc(C(=O)Nc2ccccc2C(=O)NCc2ccco2)cc1	-1.6	3.9	-20.7	0.0	1.7	0.0	-3.4	-4.6	9.9
CC(=O)c1sc(-c2ccccc2Cl)nc1C	1.4	-18.9	21.6	2.0	-0.6	-0.4	0.4	6.6	9.5
N#C/C(=C\c1ccco1)c1nc2ccccc2s1	-8.3	18.0	-11.7	0.0	4.0	-0.8	0.1	4.1	-13.2
Cc1ccc(CNC(=O)C(C)OC(=O)c2ccco2)cc1 (stereo not drawn)	-2.7	-5.4	-1.3	5.0	0.7	-12.2	-2.6	0.2	-2.3
O=C1C2ON(c3ccccc3)C(c3ccccc3F)C2C(=O)N1c1ccccc1 (stereo not drawn)	6.2	2.3	-2.1	3.0	3.8	-2.7	7.7	9.1	14.6
Cc1ccc(C(=O)Nc2ccc(CN3CCS(=O)(=O)CC3)cc2)cc1C	-10.6	3.0	12.9	0.0	2.0	-5.2	-0.2	-2.0	5.2

Shown with values under each structure: entries from further up
Results follow in this order: core dimer inh | JMJD2C inh | VLA-4 inh | GRK2 aptamer HTS | PP5 inh | CTSL1 counter | PP1 inh | proCasp3 act | proCasp7 act
> COc1ccccc1NC(=O)CSc1nccn1Cc1ccccc1
  -18.4 | -1.5 | -6.0 | 0.0 | 4.4 | -2.6 | -3.8 | 3.6 | -4.4
> Cc1cccc(NC(=O)CNCC(=O)Nc2cccc(C)c2C)c1C
  -3.5 | -18.5 | 10.3 | 5.0 | 2.2 | -2.8 | 2.1 | 1.6 | 0.4
> Cc1ccc(CNC(=O)CSc2nc3c(sc4ccccc43)c(=O)n2CCCN2CCCC2)cc1
  -4.6 | 8.7 | 15.6 | 0.0 | 1.0 | 3.9 | -0.6 | -0.2 | -7.2

High-throughput results deposited in PubChem BioAssay by several laboratories.
